SENP8 block-1: blocks the human protease SENP8; Q96LD8; purified SENP8, Z-RLRGG-aminoluciferin cleavage, luminescence; inhibition, % at 10 µM; actives 1.2% (n = 330,000); AID 2540; in the data active = inhibition above about 50%
Apaf-1 inh: blocks human Apaf-1 apoptosome activity. inhibition, % at 20 µM. actives 0.71% (n = 330,000). reconstituted apoptosome caspase-3 activity, DEVD-Rh110 fluorescence. O14727. AID 489030; active = inhibition of at least 40% at 20 µM;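 note: plate controls were DMSO wells for no effect and DEVD-CHO caspase inhibitor wells for full effect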
Target sequence (O14727 whole entry, looked up): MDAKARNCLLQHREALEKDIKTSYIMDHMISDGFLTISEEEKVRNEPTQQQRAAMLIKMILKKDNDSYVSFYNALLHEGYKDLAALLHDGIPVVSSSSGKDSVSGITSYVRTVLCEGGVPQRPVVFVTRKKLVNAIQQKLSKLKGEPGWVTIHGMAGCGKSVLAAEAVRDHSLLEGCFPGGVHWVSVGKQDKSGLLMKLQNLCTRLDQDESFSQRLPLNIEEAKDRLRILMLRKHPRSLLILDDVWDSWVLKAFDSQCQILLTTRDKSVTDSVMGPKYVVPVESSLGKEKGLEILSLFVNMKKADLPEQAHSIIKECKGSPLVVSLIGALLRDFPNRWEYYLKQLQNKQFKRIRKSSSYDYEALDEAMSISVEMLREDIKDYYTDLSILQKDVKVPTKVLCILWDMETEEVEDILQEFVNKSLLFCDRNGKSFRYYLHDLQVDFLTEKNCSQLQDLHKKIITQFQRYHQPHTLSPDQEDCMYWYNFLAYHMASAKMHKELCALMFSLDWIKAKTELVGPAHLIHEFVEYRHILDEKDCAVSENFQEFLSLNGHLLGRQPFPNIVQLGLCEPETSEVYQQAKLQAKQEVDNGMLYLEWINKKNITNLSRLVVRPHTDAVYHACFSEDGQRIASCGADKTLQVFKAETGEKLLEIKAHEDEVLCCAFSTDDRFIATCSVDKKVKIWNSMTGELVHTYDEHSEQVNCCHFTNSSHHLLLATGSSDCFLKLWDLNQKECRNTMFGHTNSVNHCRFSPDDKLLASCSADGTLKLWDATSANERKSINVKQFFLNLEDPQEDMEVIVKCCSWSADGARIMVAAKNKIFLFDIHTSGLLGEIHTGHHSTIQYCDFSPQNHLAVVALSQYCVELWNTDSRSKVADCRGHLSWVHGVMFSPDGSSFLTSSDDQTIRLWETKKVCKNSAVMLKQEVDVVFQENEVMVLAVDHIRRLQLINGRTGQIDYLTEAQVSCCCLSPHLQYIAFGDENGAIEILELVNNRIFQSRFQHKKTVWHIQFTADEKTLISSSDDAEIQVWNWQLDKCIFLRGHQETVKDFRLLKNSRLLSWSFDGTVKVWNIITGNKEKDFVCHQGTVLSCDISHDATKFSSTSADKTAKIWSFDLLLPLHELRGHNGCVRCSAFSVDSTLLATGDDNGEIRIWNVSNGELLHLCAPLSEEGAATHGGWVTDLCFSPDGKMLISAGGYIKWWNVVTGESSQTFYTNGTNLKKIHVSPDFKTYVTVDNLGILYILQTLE
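Medium: Hepes buffer, pH 7.5 / System: biochemical Apaf-1 apoptosome reconstitution / Measured by: Rh110 fluorescence, excitation 480 nm, emission 540 nm / Times: compound with Apaf-1, dATP, procaspase-3 30 min, then 50 min reaction, room temperature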
SENP8 block-2: blocks human SENP8 cleavage of Nedd8 substrate. Q96LD8. recombinant SENP8, Nedd8 substrate fluorescence. inhibition, % at 20 µM. actives 0.64% (n = 360,000). AID 602440; in the data active = inhibition mostly above about 40%, no sharp cut-off; inactive = mostly below about 27%
SENP1 inh: SENP1 (human) catalytic domain inhibition | Q9P0U3 | recombinant SENP1 catalytic domain, CyPet-SUMO1-YPet FRET cleavage | inhibition, % at 10 µM | actives 0.21% (n = 360,000);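 active = inhibition at least 30% at 10 µM, raw YFP signal under a set limit, fluorescence ratio 0.5 to 1.5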;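 note: 0% = enzyme with DMSO and 100% = no enzyme wells; some results filed as inactive read as strong as hits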
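material = recombinant human SENP1 catalytic domain, His6-tagged | quantity = 20 pM enzyme | reagent = 25 nM SUMO1 FRET substrate | compound dosing = 10 µM single point, 0.5% DMSO | timing = 50 min enzyme reaction, room temperature, light-protected | detection = FRET, CFP and YFP emission | control set = no-enzyme low, enzyme-DMSO high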
HKDC1 inh: HKDC1 (human) hexokinase inhibition. Q2TB90. recombinant HKDC1, G6PDH/diaphorase resazurin coupled fluorescence. inhibition, % at 20 µM. actives 0.16% (n = 340,000);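 active = inhibition above about 35% when tested at 20 µM, limit read from the data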;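 note: plate controls were DMSO wells with enzyme for no effect and DMSO wells lacking enzyme for full effect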
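Test system: Recombinant HKDC1 (HK5) hexokinase enzyme, produced in-house | Input: HKDC1 at 5 µg/mL | Buffer or medium: Tris pH 8.0 buffer with MgCl2, Tween-20, BSA, BME | Schedule: 90 min reaction incubation at room temperature, dark | Technique: Resazurin-to-resorufin fluorescence via G6PDH and diaphorase coupling, 525/613 nm | Controls: DMSO wells with and without enzyme mix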
SENP6 inh: SENP6 protease inhibition; inhibition, % at 10 µM; Recombinant SENP6 catalytic domain, aminoluciferin luminescence; actives 1.8% (n = 330,000);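 active = inhibition above about 50% at the single tested dose, limit read from the data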;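 note: plate controls were DMSO wells with enzyme for no effect and DMSO wells lacking enzyme for full effect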
PfG6PD inh: PfG6PD (Plasmodium falciparum) enzyme inhibition | inhibition, % at 20 µM | AID 504690 | actives 0.78% (n = 350,000) | PfGluPho enzyme, NADPH resazurin-diaphorase fluorescence;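 active = inhibition reaching at least a set limit at 20 µM in the primary screen, cut at about 59% in these data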;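 note: 0% = DMSO wells with substrate and 100% = DMSO wells lacking glucose-6-phosphate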
SENP7 block: blocks the human protease SENP7; inhibition, % at 5 µM; recombinant SENP7, Z-RLRGG-aminoluciferin luminescence, 40 min; AID 434973; actives 1.5% (n = 330,000);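 active = inhibition above about 50% at the single test dose, limit read from the data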;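 note: plate controls were DMSO with enzyme for no effect and no enzyme buffer wells for full effect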
* = called active by the depositor; i = inactive; . = not tested or not shown.

canonical_smiles	SENP8 block-1	Apaf-1 inh	SENP8 block-2	SENP1 inh	HKDC1 inh	SENP6 inh	PfG6PD inh	SENP7 block
COc1ccc(/C=C2\SC(=S)N(CCCC(=O)Nc3cccc(C(=O)O)c3)C2=O)cc1OC	-12	1	12	-12	2	-5	12	-11
COc1cc(NC(=S)N2CCN(C(=O)C3CCCO3)CC2)c(OC)cc1Cl (stereo not drawn)	-2	3	19	-1	6	0	-16	-3
CCn1cc(C(=O)NCCCN2CC(C)CC(C)C2)c2cc(OC)c(OC)cc2c1=O (stereo not drawn)	2	-6	12	-2	1	-5	-4	-1
N#Cc1c(-c2ccc(Cl)cc2)c(-c2ccc(Cl)cc2)nn(CCOC(=O)CCC(=O)O)c1=O	.	.	-298	2	-2	.	-22	.
COc1ccccc1N(CC(=O)NC(C)C)S(=O)(=O)c1cccs1	-2	2	8	1	-14	-6	-3	-1
Cc1ccc(C(=O)N/C(=C\c2cn(S(=O)(=O)N(C)C)c3ccccc23)C(=O)NCCCn2ccnc2)cc1	-4	8	4	0	3	1	0	2
CCN1CCCC1CN(Cc1cc2ccc(C)cc2[nH]c1=O)C(=S)Nc1ccccc1C(=O)OC (stereo not drawn)	3	1	-69	-13	-11	-4	25	-5
CC(=O)C1=C(c2ccccc2)NC(=O)NC1c1ccccc1OCC(=O)NCc1ccccc1 (stereo not drawn)	1	-6	4	1	-1	2	10	-7
COc1ccc(-c2csc3ncnc(N4CCN(S(=O)(=O)c5ccccc5C#N)CC4)c23)cc1	5	24	-1	-6	-3	9	0	4
CC(C)CC(=O)Nc1ccccc1N1CCN(C(=O)c2ccccc2)CC1	-14	11	7	2	1	-18	1	-2
O=C(N/N=C\c1ccc(F)cc1)c1ccc(F)cc1	-6	-1	-4	-1	-12	-12	26	4
O=C(Nc1cc(Cl)ccc1N1CCOCC1)C1CC1	-5	3	6	1	-6	4	-8	14

Record cards, from the list above. Order of values: SENP8 block-1, Apaf-1 inh, SENP8 block-2, SENP1 inh, HKDC1 inh, SENP6 inh, PfG6PD inh, SENP7 block
COc1ccccc1N(CC(=O)NC(C)C)S(=O)(=O)c1cccs1 reads -2, 2, 8, 1, -14, -6, -3, -1
CCn1cc(C(=O)NCCCN2CC(C)CC(C)C2)c2cc(OC)c(OC)cc2c1=O (stereo not drawn) reads 2, -6, 12, -2, 1, -5, -4, -1
COc1cc(NC(=S)N2CCN(C(=O)C3CCCO3)CC2)c(OC)cc1Cl (stereo not drawn) reads -2, 3, 19, -1, 6, 0, -16, -3

Next entries follow.
canonical_smiles	SENP8 block-1	Apaf-1 inh	SENP8 block-2	SENP1 inh	HKDC1 inh	SENP6 inh	PfG6PD inh	SENP7 block
COc1ccccc1N1CCN(C2CCCN(Cc3cc(F)cc(F)c3)C2)CC1 (stereo not drawn)	11	-9	17	2	-5	-4	-4	2
COc1ccc(CCC(C)N(C)Cc2ccccc2)cc1 (stereo not drawn)	5	-8	11	-5	-6	10	-1	-2
O=C1CCC([N+](=O)[O-])C(C2CC=CCC2)N1 (stereo not drawn)	-4	-4	12	2	4	-3	-7	11
Cn1c(CNC(=O)c2ccc(Cl)cc2)nnc1SCC(=O)N1CCOCC1	2	-11	5	1	-11	-17	-1	6
COCCn1c(C)cc(C(=O)CN2c3cccc4cccc(c34)S2(=O)=O)c1C	-12	19	-490	-21	6	-8	21	2
O=S(=O)(c1ccc(Br)s1)N1CCN(c2ccc(F)cc2)CC1	-9	13	5	4	8	17	-9	-12
CCOC(=O)c1cnc2ccc(OC)cc2c1Nc1ccc(N2CCN(C)CC2)cc1	3	12	26	3	4	1	14	4
CCOC(=O)C1=C(CC)Nc2ccccc2N=C1NC(=O)CCN1C(=O)C2CCCCC2C1=O (stereo not drawn)	2	-5	11	-2	-3	12	-7	7
Cc1cc(Oc2ccc(-c3ccccc3)cc2)nc(N2CCOCC2)n1	-3	10	7	1	2	-1	18	8
O=C(CSc1nncn1-c1ccccn1)Nc1cccc(Cl)c1	-4	-2	24	-2	-9	-8	-4	-2
Cc1nn(C)c2nc(-c3cccs3)cc(C(F)(F)F)c12	-7	6	-373	0	-6	-17	24	10
COc1ccc(OCc2nn3c(-c4ccco4)nnc3s2)cc1	-3	12	13	0	-1	-11	3	-3
Cc1nc2cc(OCc3cc(C(=O)NC(C)c4cnn(C)c4)no3)ccc2s1 (stereo not drawn)	-1	6	0	0	6	-2	-9	-4
COC(=O)N/N=C\c1c(C)[nH]n(-c2ccccc2)c1=O	4	20	-3	-1	-4	14	-2	-5
CC(C)OCCCNC(=O)c1cc2c(=O)n(C)c3ccccc3c2n1C	-3	4	-38	-1	5	5	25	-9
CCC1(C)Cc2ccccc2-c2nc3n(c(=O)c21)CC(C(=O)O)S3 (stereo not drawn)	4	3	i	2	6	-12	8	-1
O=c1[nH]c(CN2CCOCC2)nc2cc(Cl)ccc12	-11	4	4	-3	-3	1	-9	10
COc1ccccc1NS(=O)(=O)c1cccc(NC(=O)C2CC2)c1	-13	11	1	4	-4	-6	-17	-7
O=C(CCC1CCCCC1)NCCN1C2=NC[C@H](Cc3ccccc3)N2C[C@H]1Cc1ccc(O)cc1	-1	13	16	1	-1	-22	2	-12
O=C(Nc1cccc(C(F)(F)F)c1)c1cc(-c2ccc(F)cc2)on1	1	-6	11	0	4	32	7	9
O=C(NCc1ccccc1)c1ccc(NC2=NC3CS(=O)(=O)CC3S2)cc1 (stereo not drawn)	3	-7	-1	-3	-5	-5	3	0
COc1ccccc1NC(=O)c1ccc(-c2nn(C)c(=O)c3ccccc23)cc1	8	-5	16	1	2	3	-17	-2
NS(=O)(=O)c1cccc(NC(=O)COC(=O)Cn2cc(C(F)(F)F)ccc2=O)c1	2	-6	7	3	-4	-13	3	2
CCN(C(=S)NCCOC)c1cccc2ccccc12	4	-12	1	2	0	-2	-2	-2
CN(C(=O)Cn1nc(C(=O)O)c2ccccc2c1=O)c1ccccc1	3	-5	6	2	-1	-27	-3	9
O=C1/C(=C/c2cccs2)SC(=S)N1N1CCOCC1	-6	-8	19	-1	0	-15	5	4
CCCCn1c(N)c(N(Cc2ccccc2)C(=O)COc2ccccc2F)c(=O)[nH]c1=O	-5	5	8	1	-7	0	10	-12
C#CCOCCOCCOCCNc1nc(N2CCN(C(=O)[C@H](CCCCN)n3cc(CN)nn3)CC2)nc(N2CCN(C(=O)[C@H](CCC(=O)O)n3cc([C@@H](N)CCSC)nn3)CC2)n1	-5	-1	3	-1	-2	-23	-3	1
Cc1ccc(NS(=O)(=O)c2cc(C(=O)NCc3ccccn3)ccc2Cl)cc1C	6	-4	10	2	-10	-5	-8	2
COc1ccc(S(=O)(=O)N2CCOC2CNC(=O)C(=O)NCCc2ccccc2)cc1OC (stereo not drawn)	4	1	8	1	1	-4	-1	6
CN(CC(=O)Nc1ccc(F)cc1)CC(=O)N1CCCCCC1	-5	8	18	-2	3	6	-18	1
COc1cccc(C(=O)N(CN2CCCC2=O)c2cccc(Cl)c2)c1OC	-6	-2	11	-1	-6	-2	-12	5
O=C(CCN1C(=O)/C(=C/c2ccccc2)SC1=S)NCCCN1CCOCC1	2	-6	16	0	1	-19	24	-5
O=C(CN1CCN(c2ccccc2)CC1)Nc1ccccc1Cl	-2	0	1	0	-3	-8	-8	-1
CN(C)CCCNC(NC(=O)c1cccs1)C(Cl)(Cl)Cl (stereo not drawn)	-5	1	21	0	-4	-3	-11	-4
C=CCn1c(C)c(C(C)=O)c(SC)nc1=S	-14	-4	14	-11	-1	-7	-1	7
CN(CC(=O)Nc1ccccc1Br)C(=O)c1cc([N+](=O)[O-])ccc1N1CCOCC1	-2	5	12	0	2	-12	-15	6
O=S(=O)(c1ccc2ccccc2c1)N1CCN(C(=S)Nc2ccc(F)cc2)CC1	-2	12	12	0	9	-7	1	-8
Cc1ccc(S(=O)(=O)NNC(=O)C2Cc3c(ccc4ccccc34)O2)cc1 (stereo not drawn)	-5	14	1	0	6	-3	2	-14
COc1ccc(NC(=O)Cc2c(F)c(F)c(F)c(F)c2F)cc1OC	3	-7	11	0	15	5	5	10
Cc1ccc(SC(C)C(=O)Nc2cccnc2)cc1 (stereo not drawn)	8	-3	28	2	0	-5	-18	1
COc1ccc(N(CC(=O)Nc2cc([N+](=O)[O-])ccc2C)S(C)(=O)=O)cc1OC	-2	-6	26	3	6	-21	-4	5
OC1CCN(C(=S)NCCc2ccccc2)CC1	-1	8	14	1	-6	0	-6	3
O=c1[nH]c(/C=C/c2cccnc2)c([N+](=O)[O-])c(=O)[nH]1	-1	3	7	0	18	-17	-28	1
Cc1cc(C)n2nc(-c3ccsc3-n3c(C)ccc3C)cc2n1	3	5	-104	-11	-1	-8	20	7
Nc1nccc(NCCSCc2ccccc2)n1	.	.	2	-1	-1	.	3	.
O=C(N=C1SC2CS(=O)(=O)CC2N1Cc1ccccc1Cl)C1CC1 (stereo not drawn)	4	-10	15	1	-6	11	7	-1
Nc1ccc(-c2nc3ncccc3o2)c(Cl)c1	1	-9	-370	-20	-8	-20	-9	-5
CCN1CCN(C(=O)CS(=O)(=O)Cc2nc(-c3ccc(C)cc3)oc2C)CC1	4	-4	13	-1	-1	5	-1	7
CCCN(C(=S)Nc1ccccc1)C1CCS(=O)(=O)C1 (stereo not drawn)	3	2	24	-2	-2	-12	-8	6
CCc1nc2sc(C(C)=O)c(N)c2c2c1CCCC2	-11	12	-412	-34	6	-30	2	-2
COC(=O)c1cn(NC(=O)Cc2ccc(Cl)c(Cl)c2)c(=O)c2ccccc12	-7	5	-213	-43	6	-12	-23	6

Screens deposited in PubChem by Sanford-Burnham Center for Chemical Genomics.
